Screening data deposited in PubChem by several laboratories.
KOR beta-arrestin-1 – KOR agonists, beta-arrestin recruitment, primary screen, cell-based, luminescence, uHTS (AID 1777); Kappa-type opioid receptor (Homo sapiens); 280,000 compounds, 0.02% hits; KOR beta-arrestin recruitment, luminescence; higher % means a stronger effect; activation, % at 10 µM, or EC50 in µM where a hit was titrated; in the data active means activation above about 50%, passing the limit was not always enough; further: a part of the inactive calls stands beside numbers as strong as those of hits
AID2073 – inhibitors of Mint1-CaV2.2 protein interaction, biochemical, HTRF (AID 2073); Voltage-dependent N-type calcium channel subunit alpha-1B (Homo sapiens); HTRF protein-protein interaction, Mint1-CaV2.2; higher % means a stronger effect; inhibition, % at 20 µM; hits with a dose series show IC50 in µM; 290,000 compounds, 0.19% hits; in the data active means inhibition mostly above about 51%, no sharp cut-off; further: some results filed as inactive read as strong as hits
NOD1 inhibition – NOD1 signaling inhibitors, primary screen, cell-based, luminescence, uHTS (AID 1578); NOD1-driven NF-kB luciferase reporter cells, luminescence; higher % means a stronger effect; inhibition, % at 4 µM, or EC50 in µM where a hit was titrated; 290,000 compounds, 1% hits; in the data active means inhibition mostly above about 36%, no sharp cut-off; inactive means mostly below about 34%;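 further: HEK-293T reporter cells stimulated with the NOD1 agonist gamma-tri-DAP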
Dengue-2 NS5 capping – Dengue-2 NS5 methyltransferase inhibitors, primary screen, biochemical, confirmation dose response (AID 588689); Genome polyprotein (Dengue virus type 2 (strain 16681-PDK53)); Dengue-2 NS5 methyltransferase capping enzyme assay, biochemical; higher % means a stronger effect; inhibition, % at 25 µM, or IC50 in µM where a hit was titrated; 340,000 compounds, 0.3% hits; in the data active means a potency from the dose series
West Nile antiviral – West Nile virus antiviral activity, cell-based, CPE readout (AID 1621). West Nile virus-infected cells, CPE inhibition; higher % means a stronger effect. CPE inhibition, % at 10 µM; hits with a dose series show IC50 in µM. 290,000 compounds, 0.02% hits; in the data active means a potency from the dose series; further: strong numbers were not always called active
NOD2 inhibition – NOD2 signaling inhibitors, cell-based, luminescence, uHTS, HEK293 (AID 1566). HEK293 NOD2/NF-kB luciferase reporter, luminescence; higher % means a stronger effect. inhibition, % at 4 µM, or EC50 in µM where a hit was titrated. 290,000 compounds, 0.63% hits; further: many of its hits are not listed in these tables
KOR beta-arrestin-2 – KOR antagonists, beta-arrestin recruitment, cell-based, luminescence, uHTS (AID 1778) | KOR beta-arrestin recruitment, luminescence, antagonist mode; higher % means a stronger effect | inhibition, % at 10 µM; hits with a dose series show IC50 in µM | Kappa-type opioid receptor (Homo sapiens) | 290,000 compounds, 0.091% hits; further: strong numbers were not always called active
HIV peptide binding – inhibitors of HIV fusion peptide binding, primary screen, biochemical, uHTS, fluorescence dequenching (AID 1986); cell-free peptide binding, fluorescence dequenching, 30 min; higher % means a stronger effect; 290,000 compounds, 0.3% hits; one-dose inhibition, % at 20 µM; IC50 in µM for titrated hits; in the data active means inhibition mostly above about 52%, no sharp cut-off; inactive means mostly below about 76%; further: some results filed as inactive read as strong as hits
Yfh1-off respiration – enhancers of respiration in Yfh1-depleted yeast, dose response, Friedreich's ataxia, plus single-dose screen (AID 1465) | one-dose fold induction at 50 µM; EC50 in µM for titrated hits | S. cerevisiae Yfh1-off respiration, WST-1 reduction, 72 h; higher fold induction means a stronger effect | 220,000 compounds, 0.074% hits;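 active means fold induction of absorbance versus untreated yeast above a set limit, then at least 30% activation at any dose in follow-up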;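 further: activators that raise dye reduction in frataxin-depleted yeast; strong numbers were not always called active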
Dengue-2 NS5 capping pilot replicate – further read-out of Dengue-2 NS5 capping, marked with its call; inhibition, %; measured here: pilot screen replicate inhibition
* = called active by the depositor; [ ] = remark or other dose. Unless noted, no stated cut-off is given here; in the data, active means inhibition above about 50%; inactive means the rest. These rows are one share of the data. The share of hits here may be higher or lower than overall.

What do the screens show for `CCCCC(=Nc1ccc(N)cc1)C1=C(O)C(C(=O)OC)C(C)(C)CC1=O` (configuration not stated)?
KOR beta-arrestin-1: -4.7%; AID2073: -26%; NOD1 inhibition: -6%; Dengue-2 NS5 capping: 24%; West Nile antiviral: 1.4%; NOD2 inhibition: 13%; KOR beta-arrestin-2: 15%; HIV peptide binding: 5.5%; Yfh1-off respiration: inactive

How did O=[N+]([O-])c1cc(/C=N/O)ccc1SCc1ccccc1 do in these assays?
KOR beta-arrestin-1: 1.5%; AID2073: 19%; NOD1 inhibition: -35%; Dengue-2 NS5 capping: 1%; West Nile antiviral: -0.6%; NOD2 inhibition: -10%; KOR beta-arrestin-2: 3%; HIV peptide binding: 2.8%; Yfh1-off respiration: inactive; Dengue-2 NS5 capping pilot replicate: -1.1

Results for Cc1cccn2c(CN[C@H]3CCCCNC3=O)c(C(=O)N3CCOCC3)nc12 ?
KOR beta-arrestin-1: -4.7%; AID2073: 32%; NOD1 inhibition: -9%; Dengue-2 NS5 capping: -3%; West Nile antiviral: 0.0%; NOD2 inhibition: 14%; KOR beta-arrestin-2: 2%; HIV peptide binding: -0.2%; Yfh1-off respiration: inactive

Results for Cc1nc(-c2cccc(NC(=O)C3CCCCC3)c2)cs1 ?
KOR beta-arrestin-1: 4.4%; AID2073: 8%; NOD1 inhibition: -56%; Dengue-2 NS5 capping: 9%; West Nile antiviral: -0.3%; NOD2 inhibition: -3%; KOR beta-arrestin-2: 3%; HIV peptide binding: 0.7%; Yfh1-off respiration: inactive

Results for CCCN(C(=O)CSc1nnc(-c2ccoc2C)n1N)C1CCS(=O)(=O)C1 (configuration not stated) ?
KOR beta-arrestin-1: -3.5%; AID2073: -2%; NOD1 inhibition: 17%; Dengue-2 NS5 capping: 1%; West Nile antiviral: 0.3%; NOD2 inhibition: -6%; KOR beta-arrestin-2: 8%; HIV peptide binding: -3.4%; Yfh1-off respiration: inactive

What do the screens show for `Cc1oc2c(CN3CCOCC3)c(O)ccc2c(=O)c1-c1ccccc1`?
KOR beta-arrestin-1: -5.0%; AID2073: 21%; NOD1 inhibition: -15%; Dengue-2 NS5 capping: 0%; West Nile antiviral: 1.0%; NOD2 inhibition: 23%; KOR beta-arrestin-2: -5%; HIV peptide binding: 0.3%; Yfh1-off respiration: inactive

What do the screens show for `O=C(CC1C(=O)NCCN1Cc1cccc(C(F)(F)F)c1)NC1CCOCC1` (configuration not stated)?
KOR beta-arrestin-1: 1.7%; AID2073: 14%; NOD1 inhibition: -21%; Dengue-2 NS5 capping: 3%; West Nile antiviral: 0.1%; NOD2 inhibition: -7%; KOR beta-arrestin-2: 2%; HIV peptide binding: 3.5%

How did CCCC(=O)Nc1cccc2c1CCCC2 do in these assays?
KOR beta-arrestin-1: 12%; AID2073: 4%; NOD1 inhibition: 9%; Dengue-2 NS5 capping: 5%; West Nile antiviral: -0.1%; NOD2 inhibition: 5%; KOR beta-arrestin-2: 11%; HIV peptide binding: -0.2%; Yfh1-off respiration: inactive

How did c1c2c(cc3sc(N4CCCCC4)nc13)OCCO2 do in these assays?
KOR beta-arrestin-1: 5.2%; AID2073: -16%; NOD1 inhibition: 45%; Dengue-2 NS5 capping: -3%; West Nile antiviral: -0.7%; NOD2 inhibition: 11%; KOR beta-arrestin-2: 4%; HIV peptide binding: 0.4%; Yfh1-off respiration: inactive

Results for Cc1cc(=O)oc2cc(NC(=O)c3cc([N+](=O)[O-])ccc3N3CCOCC3)ccc12 ?
KOR beta-arrestin-1: -7.5%; AID2073: 7%; NOD1 inhibition: -26%; Dengue-2 NS5 capping: -9%; West Nile antiviral: -1.1%; NOD2 inhibition: -1%; KOR beta-arrestin-2: 29%; HIV peptide binding: -1.9%; Yfh1-off respiration: inactive

How did Cc1cc(C)cc(NC(=S)N(CCN2CCCCC2)Cc2ccco2)c1 do in these assays?
KOR beta-arrestin-1: 1.8%; AID2073: -16%; NOD1 inhibition: -2%; Dengue-2 NS5 capping: -2%; West Nile antiviral: -1.0%; NOD2 inhibition: 9%; KOR beta-arrestin-2: 2%; HIV peptide binding: -1.6%; Yfh1-off respiration: inactive

Results for Cc1cccc(C)c1OCC(=O)N1CC2(C)CC1CC(C)(C)C2 (configuration not stated) ?
KOR beta-arrestin-1: 3.6%; AID2073: 36%; NOD1 inhibition: -10%; Dengue-2 NS5 capping: -1%; West Nile antiviral: -0.5%; NOD2 inhibition: 4%; KOR beta-arrestin-2: -24%; HIV peptide binding: 1.3%; Yfh1-off respiration: inactive

Gathered by group, the compounds so far with four or more nitrogen atoms.
Results for Cc1cccn2c(CN[C@H]3CCCCNC3=O)c(C(=O)N3CCOCC3)nc12 ?
KOR beta-arrestin-1: -4.7%; AID2073: 32%; NOD1 inhibition: -9%; Dengue-2 NS5 capping: -3%; West Nile antiviral: 0.0%; NOD2 inhibition: 14%; KOR beta-arrestin-2: 2%; HIV peptide binding: -0.2%; Yfh1-off respiration: inactive

Results for CCCN(C(=O)CSc1nnc(-c2ccoc2C)n1N)C1CCS(=O)(=O)C1 (configuration not stated) ?
KOR beta-arrestin-1: -3.5%; AID2073: -2%; NOD1 inhibition: 17%; Dengue-2 NS5 capping: 1%; West Nile antiviral: 0.3%; NOD2 inhibition: -6%; KOR beta-arrestin-2: 8%; HIV peptide binding: -3.4%; Yfh1-off respiration: inactive

Remaining list, next part:
Results for COc1ccc(OC)c(NC(=O)CNC(=O)Cn2ccc3ccccc3c2=O)c1 ?
KOR beta-arrestin-1: 1.8%; AID2073: -2%; NOD1 inhibition: -4%; Dengue-2 NS5 capping: -5%; West Nile antiviral: -0.2%; NOD2 inhibition: 4%; KOR beta-arrestin-2: 34%; HIV peptide binding: -2.9%; Yfh1-off respiration: inactive

How did O=C(C1CCN(S(=O)(=O)c2cccnc2)CC1)N1CCN(c2ccc(Cl)cc2)CC1 do in these assays?
KOR beta-arrestin-1: 5.3%; AID2073: 4%; NOD1 inhibition: -9%; Dengue-2 NS5 capping: 0%; West Nile antiviral: -0.7%; NOD2 inhibition: 18%; KOR beta-arrestin-2: -14%; HIV peptide binding: -0.8%; Yfh1-off respiration: inactive

What do the screens show for `Cc1cccc(C(=O)NNC(=O)C2CC2)c1`?
KOR beta-arrestin-1: -2.4%; AID2073: 7%; NOD1 inhibition: -18%; Dengue-2 NS5 capping: 0%; West Nile antiviral: -0.2%; NOD2 inhibition: 1%; KOR beta-arrestin-2: 14%; HIV peptide binding: 1.4%

What do the screens show for `COc1ccc(OC)c(CCNC(=O)CC2Oc3ccccc3NC2=O)c1` (configuration not stated)?
KOR beta-arrestin-1: 0.0%; AID2073: -11%; NOD1 inhibition: -10%; Dengue-2 NS5 capping: -2%; West Nile antiviral: 0.6%; NOD2 inhibition: 20%; KOR beta-arrestin-2: 16%; HIV peptide binding: -2.1%; Yfh1-off respiration: inactive

What do the screens show for `CC(=O)Nc1ccc(SCC(=O)c2cc(C)n(C)c2C)cc1`?
KOR beta-arrestin-1: 0.3%; AID2073: -6%; NOD1 inhibition: 0%; Dengue-2 NS5 capping: 0%; West Nile antiviral: 0.3%; NOD2 inhibition: 15%; KOR beta-arrestin-2: 6%; HIV peptide binding: 3.3%; Yfh1-off respiration: inactive

Results for CN1CCN(C(=S)c2cn(Cc3ccccc3F)c3ccccc23)CC1 ?
KOR beta-arrestin-1: 9.6%; AID2073: -3%; NOD1 inhibition: -14%; Dengue-2 NS5 capping: -5%; West Nile antiviral: -1.4%; NOD2 inhibition: 3%; KOR beta-arrestin-2: 0%; HIV peptide binding: -1.1%; Yfh1-off respiration: inactive

How did COC(=O)c1ccc(/C(O)=C(\C#N)c2nc3ccccc3s2)cc1 do in these assays?
KOR beta-arrestin-1: -3.8%; AID2073: 19%; NOD1 inhibition: 29%; Dengue-2 NS5 capping: -5%; West Nile antiviral: 0.1%; NOD2 inhibition: -32%; KOR beta-arrestin-2: 6%; HIV peptide binding: -1.6%; Yfh1-off respiration: inactive

Results for O=C(O)CSC(C(=O)Nc1ccc(Br)cc1)c1ccc(Cl)cc1 (configuration not stated) ?
KOR beta-arrestin-1: -1.6%; AID2073: 10%; NOD1 inhibition: 3%; Dengue-2 NS5 capping: -2%; West Nile antiviral: 0.4%; NOD2 inhibition: 8%; KOR beta-arrestin-2: -15%[20 µM]; HIV peptide binding: 24%; Yfh1-off respiration: inactive

How did CCN(CC)c1ccc2c(C)c(Cl)c(=O)oc2c1 do in these assays?
AID2073: 46%; NOD1 inhibition: -11%; Dengue-2 NS5 capping: 5%; West Nile antiviral: -0.9%; NOD2 inhibition: -13%; KOR beta-arrestin-2: -10%[20 µM]; HIV peptide binding: 4.7%; Yfh1-off respiration: inactive

How did CCc1nc2ccccc2nc1N1CCN(S(=O)(=O)c2ccccc2)CC1 do in these assays?
KOR beta-arrestin-1: 2.1%; AID2073: 1%; NOD1 inhibition: 1%; West Nile antiviral: -0.6%; NOD2 inhibition: -1%; KOR beta-arrestin-2: 15%; HIV peptide binding: -0.6%; Yfh1-off respiration: inactive

What do the screens show for `S=c1[nH]nc(Cn2nnc3ccccc32)n1-c1ccccc1`?
KOR beta-arrestin-1: -14%; AID2073: -1%; NOD1 inhibition: -11%; Dengue-2 NS5 capping: -3%; West Nile antiviral: -0.1%; NOD2 inhibition: 25%; KOR beta-arrestin-2: -11%[20 µM]; HIV peptide binding: -0.2%; Yfh1-off respiration: inactive

Results for Cc1cc(N2CCCCC2)nc2c(C)cccc12 ?
KOR beta-arrestin-1: -3.6%; AID2073: 0%; NOD1 inhibition: -23%; Dengue-2 NS5 capping: 3%; West Nile antiviral: 0.2%; NOD2 inhibition: 5%; KOR beta-arrestin-2: 2%[20 µM]; HIV peptide binding: -0.1%; Yfh1-off respiration: inactive

Results for CC(=O)N(C)c1ccc(NC(=O)c2cnn(C)c2)cc1 ?
KOR beta-arrestin-1: 4.8%; AID2073: 1%; NOD1 inhibition: 2%; Dengue-2 NS5 capping: 8%; West Nile antiviral: 0.4%; NOD2 inhibition: 10%; KOR beta-arrestin-2: 21%; HIV peptide binding: 0.1%; Yfh1-off respiration: inactive

How did COCC(=O)N1CCCN(c2nc3c(C)cccc3cc2C#N)CC1 do in these assays?
KOR beta-arrestin-1: 6.6%; AID2073: 17%; NOD1 inhibition: -4%; Dengue-2 NS5 capping: 6%; West Nile antiviral: -0.4%; NOD2 inhibition: -10%; KOR beta-arrestin-2: -24%; HIV peptide binding: 5.3%; Yfh1-off respiration: inactive

What do the screens show for `CCn1nc(C)c(CNC(=O)CC2C(=O)NCCN2CC(C)(C)C)c1C` (configuration not stated)?
AID2073: -14%; NOD1 inhibition: -16%; Dengue-2 NS5 capping: -5%; West Nile antiviral: 0.2%; NOD2 inhibition: 7%; KOR beta-arrestin-2: 2%[20 µM]; HIV peptide binding: -0.1%; Yfh1-off respiration: inactive

What do the screens show for `O=S1(=O)c2ccccc2N=NN1Cc1ccc(Cl)cc1`?
AID2073: 7%; NOD1 inhibition: 22%; Dengue-2 NS5 capping: 3%; West Nile antiviral: -0.3%; NOD2 inhibition: -10%; KOR beta-arrestin-2: 5%; HIV peptide binding: 7.5%; Yfh1-off respiration: inactive
